Screening results: PubChem BioAssay, Emory University Molecular Libraries Screening Center
14-3-3 PPI: alters human 14-3-3 gamma binding to Raf peptide | inhibition, % at 40 µM | FP, 14-3-3gamma / TMR-pS259-Raf peptide binding | AID 422 | 0.19% of 160,000 active; in the data active = inhibition above about 30%;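 note: 0% = protein plus tracer without compound and 100% = blank with tracer alone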
Target sequence (P61981 whole entry, looked up): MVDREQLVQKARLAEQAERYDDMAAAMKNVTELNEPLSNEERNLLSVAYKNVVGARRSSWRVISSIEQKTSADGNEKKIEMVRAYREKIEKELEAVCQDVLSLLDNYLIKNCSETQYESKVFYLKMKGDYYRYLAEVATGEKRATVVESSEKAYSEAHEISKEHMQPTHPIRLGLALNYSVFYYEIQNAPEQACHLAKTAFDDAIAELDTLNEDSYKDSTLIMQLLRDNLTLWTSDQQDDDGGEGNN
* hit, by the source's call; & = joins results of further samples.

SMILES | 14-3-3 PPI
CC1CCCCC1NC(=O)c1cnn2c(C(F)(F)F)cc(-c3ccccc3)nc12 (stereo not drawn) | -3
O=C1CCc2cc(S(=O)(=O)NC3CCCc4ccccc43)ccc2N1 (stereo not drawn) | -16
COc1ccc(-n2c(Cc3cccn3C)nnc2SCC(=O)NCc2ccccc2Cl)cc1 | -1
COC(=O)c1ccc2c(c1)C(=O)N(c1ccc(C)c(C)c1)C2=O | 1
CCCCCC(=O)c1c(O)c2ccccc2oc1=O | 6
O=c1oc2ccc(Br)cc2cc1-c1nc2sc3c(c2c(=O)[nH]1)CCCC3 | -90
O=C(Cn1cc(C(=O)C2CC2)c2ccccc21)NCC1CCCO1 (stereo not drawn) | -5
COc1cccc(NC(=O)CNC(=O)Cn2ccc3ccccc3c2=O)c1 | -5
COCCCN1C(=O)c2[nH]nc(-c3cc(C)cc(C)c3O)c2C1c1ccc(O)c(OC)c1 (stereo not drawn) | -3
CCOc1ccccc1C(=O)NCCCN1CCN(CCCNC(=O)c2ccccc2OCC)CC1 | -1
O=c1c2ccccc2[nH]c(=S)n1CCN1CCOCC1 | -2
Cc1ccc(S(=O)(=O)N=C(N)c2ccc(F)cc2)cc1 | 4
CC(C)CCNC(=O)c1coc2nc3ccccc3nc12 | -235
CSc1cccc(N2C(=O)NC3CC2(C)Oc2ccc(Br)cc23)c1 (stereo not drawn) | -5
Fc1ccccc1C=Nc1cccc2ccccc12 | -13
NS(=O)(=O)c1ccc(CCNC(=O)Nc2ccc(Cl)cc2)cc1 | -12&8
CC(=O)Nc1ccc(OC(F)(F)C(F)F)c(NC(C)=O)c1 | 4
Cc1onc(-c2ccccc2)c1C(=O)NCCN1CCOCC1 | 3&-6
CCSCCOC(=O)C1=C(C)NC(=O)NC1c1ccc(O)c(OC)c1 (stereo not drawn) | -3
CC1CCC(NC(=O)CCN2C(=O)C3C4C=CC(C4)C3C2=O)CC1 (stereo not drawn) | 8
CCOC(=O)C1CCCN(CC(=O)NC2CC2)C1 (stereo not drawn) | 2
O=C(O)c1ccc(CNC(=O)C2CCCCC2C(=O)O)cc1 (stereo not drawn) | -9
CCCn1nnnc1SCC(=O)N1CCOCC1 | -18
CCC1=NN(C(=O)c2cccc([N+](=O)[O-])c2)C(O)(c2ccc(Cl)cc2)C1 (stereo not drawn) | -2
Cc1cc(C)n2nc(C(=O)OCCOc3ccc(Br)cc3)nc2n1 | 1
O=S(=O)(c1cccc(C(F)(F)F)c1)n1c(C=Cc2ccccc2)nc2ccccc21 | -4
O=C(COC(=O)c1ccco1)NC1CCCCC1 | 5
Cc1cccc(C)c1NC(=O)c1c(Cl)nc(Cl)c(Cl)c1Cl | 6
COc1cc2c(cc1OC)C(C(=O)NCCCN1CCC(C)CC1)C(c1cccnc1)N(C)C2=O (stereo not drawn) | -9
CC12CC(NC(=S)N1c1cccc(C(F)(F)F)c1)c1ccccc1O2 (stereo not drawn) | -4
Cc1cc(NC(=NS(=O)(=O)c2ccccc2)c2ccccc2)ccc1O | -2
CCc1ccccc1Nc1ncnc2ccccc12 | -3
CC(=O)N1CCc2cc(Br)cc(S(=O)(=O)CCC(=O)NC(C)C)c21 | -7
CCOC(=O)CN1C(=O)C(O)(CC(=O)c2ccccn2)c2ccccc21 (stereo not drawn) | -3
CC(=O)N1CCc2cc(S(=O)(=O)NC(CC(C)C)C(=O)NC3CCCCCC3)ccc21 (stereo not drawn) | -3
O=c1[nH]nnc2sc3c(c12)CCCC3 | -18
Nc1cc(N2CCCCC2)c2nonc2c1[N+](=O)[O-] | -7
CC1(C)CC(=O)C2=C(C1)Nc1nnnn1C2c1ccc(F)cc1 (stereo not drawn) | -1
Cc1cnn(-c2nc(-c3cccs3)cc(C(F)(F)F)n2)c1 | 0&0
CCC1Sc2sc(=S)sc2SC(CC)C1=O (stereo not drawn) | -8

For convenience, some entries already given:
SMILES | 14-3-3 PPI
CC1CCC(NC(=O)CCN2C(=O)C3C4C=CC(C4)C3C2=O)CC1 (stereo not drawn) | 8
CCOC(=O)C1CCCN(CC(=O)NC2CC2)C1 (stereo not drawn) | 2
O=C(O)c1ccc(CNC(=O)C2CCCCC2C(=O)O)cc1 (stereo not drawn) | -9
CCCn1nnnc1SCC(=O)N1CCOCC1 | -18
CCC1=NN(C(=O)c2cccc([N+](=O)[O-])c2)C(O)(c2ccc(Cl)cc2)C1 (stereo not drawn) | -2
Cc1cc(C)n2nc(C(=O)OCCOc3ccc(Br)cc3)nc2n1 | 1
O=S(=O)(c1cccc(C(F)(F)F)c1)n1c(C=Cc2ccccc2)nc2ccccc21 | -4
O=C(COC(=O)c1ccco1)NC1CCCCC1 | 5
Cc1cccc(C)c1NC(=O)c1c(Cl)nc(Cl)c(Cl)c1Cl | 6
COc1cc2c(cc1OC)C(C(=O)NCCCN1CCC(C)CC1)C(c1cccnc1)N(C)C2=O (stereo not drawn) | -9
CC12CC(NC(=S)N1c1cccc(C(F)(F)F)c1)c1ccccc1O2 (stereo not drawn) | -4
Cc1cc(NC(=NS(=O)(=O)c2ccccc2)c2ccccc2)ccc1O | -2
CCc1ccccc1Nc1ncnc2ccccc12 | -3
CC(=O)N1CCc2cc(Br)cc(S(=O)(=O)CCC(=O)NC(C)C)c21 | -7
CCOC(=O)CN1C(=O)C(O)(CC(=O)c2ccccn2)c2ccccc21 (stereo not drawn) | -3
CC(=O)N1CCc2cc(S(=O)(=O)NC(CC(C)C)C(=O)NC3CCCCCC3)ccc21 (stereo not drawn) | -3
O=c1[nH]nnc2sc3c(c12)CCCC3 | -18
Nc1cc(N2CCCCC2)c2nonc2c1[N+](=O)[O-] | -7
CC1(C)CC(=O)C2=C(C1)Nc1nnnn1C2c1ccc(F)cc1 (stereo not drawn) | -1

Remaining list, next part.
SMILES | 14-3-3 PPI
COc1cc(Nc2ccc(C)cc2)c([N+](=O)[O-])nc1[N+](=O)[O-] | -6
Cn1cc(SCc2ccc(C(F)(F)F)cc2)c2ccccc21 | 0
CCCCc1ccc(N2CC(C(=O)Nc3sc4c(c3C#N)CCCC4)CC2=O)cc1 (stereo not drawn) | 6
CCC(NS(=O)(=O)c1ccc(C)cc1)C(=O)O (stereo not drawn) | -1
CN(CCNC(=O)c1cn(C)c2ccc(S(=O)(=O)N(C)C)cc2c1=O)CCc1ccccc1 | -5
NC(=O)c1c(NC(=O)CN2CCOCC2)sc2c1CCC2 | -9
CC1(NC(=O)NC2(C)CCS(=O)(=O)C2)CCS(=O)(=O)C1 (stereo not drawn) | -3
CCC(C)NC(=O)C1CCC(=O)N(c2ccc3c(c2)OCO3)C1c1ccc(OC)cc1 (stereo not drawn) | 1
CC(C)CCN1C(=O)CCC1(C)C(=O)NC1CCC(C)CC1 (stereo not drawn) | -1
N#Cc1ccc(C(=O)Nc2cc(-c3nc4ncccc4o3)ccc2Cl)c(F)c1 | -47
Clc1ccccc1COc1ccc(Br)cc1 | -1
COc1ccccc1C(=O)n1nc(C)cc1C | -3
CC1=C(C(=O)OC2CCCC2C)C(c2ccccc2I)NC(=O)N1C (stereo not drawn) | -10
CCn1c(=NC(=O)c2ccc(S(=O)(=O)N3CCCC(C)C3)cc2)sc2ccccc21 (stereo not drawn) | -6
O=C(COc1ccc(Br)cc1)Oc1ccc2ccccc2c1 | 7
COc1cccc(=O)c2c(C)oc(C)c12 | -1
O=C(Nc1nc(-c2cc([N+](=O)[O-])cs2)cs1)c1cc(-c2cccs2)nc2ccccc12 | -42
O=C(CSc1nc2ccc(NC(=O)c3ccccc3)cc2s1)Nc1ccc(Br)cc1 | -26
Cc1cc(C)c2nc(N)sc2c1 | -3
COc1cc(C2C3=C(CC(C)(C)CC3=O)OC3=C2C(=O)CC(C)(C)C3)c(Cl)cc1O | -13
CCOc1cccc(C(=O)N(Cc2ccco2)C2CCS(=O)(=O)C2)c1 (stereo not drawn) | -5
CCOC(=O)c1c(NC(=O)C(C)C)sc(C(C)=O)c1C | -16
CC(=O)c1cccc(NC(=O)c2nn3c(C(F)(F)F)c4c(nc3c2Cl)-c2ccccc2CC4)c1 | -1
CCOC(=O)Cc1csc2nc3sc(C)c(C)c3c(=O)n12 | -6
CC(C)c1cc(C(C)C)c(S(=O)(=O)N2CCCC2)c(C(C)C)c1 | -12
COc1cc(OC)cc(C(=O)Nc2cc(C)c3c(=O)oc4ccccc4c3n2)c1 | -18
CC(C)Cn1nc(NS(=O)(=O)c2ccccc2)c2cc3ccccc3nc21 | -1
Cc1cc(C)nc(SC(C(=O)c2ccccc2)c2ccccc2)n1 (stereo not drawn) | -3
COc1cc(OC)c(C2C(C(=O)OC3CCCC3)=C(C)NC3=C2C(=O)CCC3)cc1OC (stereo not drawn) | 0
O=C(CC1N=C2c3ccccc3N=C(SCc3ccccc3Cl)N2C1=O)NCc1cccs1 (stereo not drawn) | -37
Brc1ccc(C2C=C(c3ccc(I)cc3)Nc3ncnn32)cc1 (stereo not drawn) | -1
C=CCOCCn1nc(C)cc1C | -5
CCC(=O)N1CCN(c2ccc(NC(=O)c3ccc4c(c3)OCO4)cc2)CC1 | -4
COc1cc2ccccc2cc1C(=O)Nc1cccnc1 | -4
CSc1nc2c(c(=O)[nH]1)C(c1ccc(Cl)cc1)C(C(=O)OC(C)C)=C(C)N2 (stereo not drawn) | -7
CCCNS(=O)(=O)c1ccc(OCC(=O)NCCCOC)cc1 | 0
CCOC(=O)c1ccc(Nc2nc3ccccc3nc2NS(=O)(=O)c2ccc(Cl)cc2)cc1 | -6
O=C(CSc1nc2ccccc2c(=O)n1CCN1CCOCC1)NCc1ccccc1 | -11
Cc1c(NC(=O)CSc2nc3ccc(N=Cc4ccc(Cl)cc4)cc3s2)c(=O)n(-c2ccccc2)n1C | -11
CCC(=O)Nc1nc(C)cc2c1c(=O)oc1ccccc12 | -2
COc1ccc(NS(=O)(=O)c2c(C)cc(C)cc2C)c([N+](=O)[O-])c1 | -8
O=C(C1CCCN(S(=O)(=O)c2cccnc2)C1)N1CCN(c2ccccn2)CC1 (stereo not drawn) | -4
O=C(NCc1cccnc1)c1ccc2c(=O)n(-c3cccc(C(F)(F)F)c3)c(=S)[nH]c2c1 | -5
COc1ccc(Cn2nnnc2C(c2cccnc2)N2CCN(c3ccc(O)cc3)CC2)cc1 (stereo not drawn) | -8
CC(=O)N1c2ccccc2N=C(c2ccccc2)CC1c1ccccc1 (stereo not drawn) | 4
CSCCC(NC(=O)c1ccc(C)o1)C(=O)O (stereo not drawn) | -4
CCC(C)NC(=O)C1c2ccccc2C(=O)N1C(C)C (stereo not drawn) | 0
Cc1[nH]c(=S)n(CC2CCCO2)c1C (stereo not drawn) | -2
O=S(=O)(c1ccc2c(c1)nc(COc1ccc(Cl)cc1)n2CC1CCCO1)N1CCOCC1 (stereo not drawn) | -25
O=C(Cc1ccc(-n2c(=O)[nH]c3ccccc3c2=O)cc1)NC1CCCCCC1 | 0
Cc1ccc(C)c(Cc2c(C)nc3nc(SCC(=O)NC4CCCCC4)nn3c2C)c1 | -27
CCN(CC)S(=O)(=O)c1ccc(C(=O)NCCn2c(C)cc3ccccc32)cc1 | -5
CCc1ccccc1N(CC)C(=O)c1cn(C)c(=O)c2cc(OC)c(OC)cc12 | -5&-5
CCCCOCCCNS(=O)(=O)c1ccccc1 | -1
COc1ccc(C2=Cc3cc(OC)c(OC)cc3C(=Cc3ccccc3)O2)cc1 | -32
O=C(CN(c1ccc(F)cc1)S(=O)(=O)c1ccc2c(c1)OCCO2)NCc1ccccn1 | -2
Cc1c(C(=O)N2CC(C)OC(C)C2)sc2nc(-c3ccccc3)cn12 (stereo not drawn) | -2&2
CCN(CC)C(=O)c1cc2c(n(-c3ccc(OC)cc3)c1=O)CC(C)(C)CC2=O | 9
CCS(=O)(=O)N1CCCC(C(=O)NC(C)c2ccccc2)C1 (stereo not drawn) | 3
CCN(C(=O)c1cc(-c2ccccc2)nc2ccccc12)c1ccccc1 | 13

(next part)
SMILES | 14-3-3 PPI
O=C(NCc1cccc(C(F)(F)F)c1)c1cc([N+](=O)[O-])nn1Cc1ccccc1 | 1
O=C(Cc1ccsc1)NCC(c1ccco1)N1CCCCC1 (stereo not drawn) | -16
Cc1cc(C(=O)COc2ccc(-c3nnco3)cc2)c(C)n1Cc1ccccc1 | -16
CCS(=O)(=O)N1CCC(C(=O)NCCN2C(C)CCCC2C)CC1 (stereo not drawn) | -2
Cn1c(NCc2cccnc2)nc2c1c(=O)n(Cc1ccccc1F)c(=O)n2C | 5
c1ccc2c(c1)nc(N1CCN(C3CCCCC3)CC1)c1nnnn12 | -7
COc1ccccc1-n1c(SC)nc2c(c1=O)SCC2 | -22
CC1=C(C(=O)OCCOC(C)C)C(c2ccc(Br)s2)C2=C(CC(C)(C)CC2=O)N1 (stereo not drawn) | -3
c1ccc(Cn2nnnc2C(c2cccs2)N2CCSCC2)cc1 (stereo not drawn) | 0
c1ccc(-c2cc3ccccc3[nH]2)nc1 | -8
Cc1nc2c(C(=O)NC3CCCCC3)cnn2c(C)c1Cc1ccc(F)cc1 | -8
CCC(CC)C(=O)Nc1c(-c2ccc(OC)cc2)nc2cc(C)ccn12 | -12
Cc1cc(N2CCOCC2)nc2ccc(NC(=O)c3cccc([N+](=O)[O-])c3)cc12 | -3
COC(=O)CSc1nnc(C)c(=O)[nH]1 | -7&-51
CCC(=O)NC(c1ccc(Cl)cc1)c1ccc2cccnc2c1O (stereo not drawn) | 1
CCCOC(=O)C1=C(C)NC2=C(C(=O)C(C(=O)OC)C(C)C2)C1c1cccc(OC)c1OC (stereo not drawn) | -1
Cc1oc2cc(O)ccc2c(=O)c1N1C(=O)c2ccccc2C1=O | -1
COc1cc2c(C(=O)NCCc3ccc(Cl)cc3)cn(C)c(=O)c2cc1OC | -13
O=C(Nc1nccs1)C1CCN(S(=O)(=O)c2ccc3c(c2)OCCCO3)CC1 | -7
COc1nc(-c2ccccc2Cl)c2cc(Br)ccc2n1 | -12

Taken from above.
Entry of `Cc1nc2c(C(=O)NC3CCCCC3)cnn2c(C)c1Cc1ccc(F)cc1` in 14-3-3 PPI: -8
Entry of `Cc1cc(N2CCOCC2)nc2ccc(NC(=O)c3cccc([N+](=O)[O-])c3)cc12` in 14-3-3 PPI: -3

A portion of the library; count on the stated rates, not on these rows.
